# UHRF1 binding: blocks human UHRF1 binding to methylated DNA. Q96T88. UHRF1 binding to methylated oligo, TR-FRET. inhibition, % at 4.4 µM. 370,000 tested, 0.75% active. AID 687016; in the data active means inhibition above about 21%;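 further: UHRF1 SRA domain binding a hemimethylated CpG hairpin DNA probe; 0% = median of test compound wells and 100% = reference inhibitor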
# LEDGF integ inh: blocks HIV-1 LEDGF/p75-dependent DNA integration. TR-FRET IN-LEDGF/p75 DNA integration, Eu/Cy5. inhibition, % at 3.7 µM. 370,000 tested, 0.64% active;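 active means inhibition above the screen-wide mean plus 3 SD, cut at about 13% in these data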;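 further: signal is the Cy5 over europium emission ratio at 671 and 618 nm; 0% = plate median of compound wells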
# TDP2 inh: blocks human TDP2 phosphodiesterase activity. recombinant TDP2, T5PNP hydrolysis, p-nitrophenol absorbance 415 nm. O95551. 370,000 tested, 0.34% active. inhibition, % at 12.8 µM;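 active means inhibition above the mean of all tested compounds plus 3 SD, set per campaign, cut at about 25% in these data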;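 further: 0% = DMSO with enzyme and 100% = buffer with substrate but no TDP2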
#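 Test system: human TDP2 enzyme; Input: 120 nM TDP2 per well; Buffer or medium: Mg2+-containing Tris-HCl buffer, pH 7.5; Reagent: 5 mM T5PNP; Dosing: 12.8 µM single point, 1% DMSO; Incubation: reaction 2 h, 37 °C; Detection: p-Nitrophenol epi absorbance; Read-out: % inhibition relative to enzyme-containing and enzyme-free wells; Replicates: single well per compound.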
# TCR CD3 inh: human TCR-CD3 binding inhibition. TAMRA-labeled TCR probe fluorescence, biochemical. inhibition, % at 9.4 µM. 360,000 tested, 0.37% active. AID 651800; in the data active means inhibition above about 19%;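 further: recombinant mutant TCR 2C K166C tagged with TAMRA read by polarization; 0% = receptor in buffer alone and 100% = receptor with positive control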
# MBD2 DNA inh: MBD2-methylated oligo binding inhibition; Q9UBB5; TR-FRET, MBD2 binding to methylated oligonucleotide; inhibition, % at 4.4 µM; 370,000 tested, 0.31% active; AID 686964; in the data active means inhibition above about 13%
# Target sequence (Q9UBB5 whole entry, looked up): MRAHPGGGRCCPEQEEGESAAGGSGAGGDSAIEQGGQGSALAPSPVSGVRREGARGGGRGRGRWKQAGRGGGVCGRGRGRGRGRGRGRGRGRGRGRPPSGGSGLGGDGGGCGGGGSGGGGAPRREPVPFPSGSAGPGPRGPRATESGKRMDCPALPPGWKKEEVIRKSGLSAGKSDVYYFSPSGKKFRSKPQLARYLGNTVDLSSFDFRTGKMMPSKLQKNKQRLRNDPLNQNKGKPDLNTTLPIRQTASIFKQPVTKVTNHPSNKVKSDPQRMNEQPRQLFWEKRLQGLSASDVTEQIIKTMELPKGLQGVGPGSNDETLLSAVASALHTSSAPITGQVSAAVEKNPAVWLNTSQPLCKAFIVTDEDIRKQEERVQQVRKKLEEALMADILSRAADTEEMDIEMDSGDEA
# SIAE primary: human SIAE inhibition, primary screen | SIAE FP-Rh probe binding, fluorescence polarization | inhibition, % at 9.66 µM | 370,000 tested, 0.69% active | AID 1053197;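 active means inhibition above a cutoff: mean of compounds within the control limits plus 3 SD of those, cut at about 17% in these data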;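 further: 0% = plate median of compound wells and 100% = probe without SIAE protein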
# Tn6 DDE FP: disrupts Tn6 cyclic peptide binding to fibrin D-Dimer-E complex | Fibrin DD(E) TRITC-Tn6 fluorescence polarization displacement | inhibition, % at 8.3 µM | 370,000 tested, 0.21% active;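 active means inhibition above a per-campaign cutoff: mean of compounds within control limits plus 3 SD, cut at about 15% in these data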;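 further: 0% = median of all compound wells on the plate and 100% = blocking peptide control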
# PRMT1 inh: blocks human protein arginine methyltransferase 1 | Q99873 | recombinant PRMT1, activity-based probe fluorescence polarization | inhibition, % at 2.79 µM | 370,000 tested, 1.3% active | AID 652257;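 active means inhibition above about 21% made by adding two undisclosed values, limit read from the data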
# Target sequence (Q99873 whole entry, looked up): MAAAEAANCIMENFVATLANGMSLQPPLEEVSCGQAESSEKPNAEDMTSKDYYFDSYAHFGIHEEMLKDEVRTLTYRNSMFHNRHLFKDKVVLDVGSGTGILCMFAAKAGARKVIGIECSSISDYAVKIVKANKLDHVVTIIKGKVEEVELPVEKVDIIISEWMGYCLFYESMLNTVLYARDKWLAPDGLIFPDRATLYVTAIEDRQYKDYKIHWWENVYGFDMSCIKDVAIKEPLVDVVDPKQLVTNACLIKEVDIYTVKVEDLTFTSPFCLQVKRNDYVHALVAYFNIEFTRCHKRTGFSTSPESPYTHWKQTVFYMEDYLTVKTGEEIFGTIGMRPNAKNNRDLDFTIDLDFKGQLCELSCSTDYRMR
# proKLK7 act: activates the human kallikrein-7 zymogen; AID 652039; activation, % at 7 µM; 370,000 tested, 0.9% active; P49862; purified proKLK7, EDANS-DABCYL substrate fluorescence; 100% is mature enzyme control, 0% vehicle;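 active means activation above the mean of all tested compounds plus 3 SD, computed per campaign excluding outliers beyond control limits, cut at about 13% in these data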
# Tn7 DDE FP: DD(E)-Tn7 binding inhibition, primary FP screen | FP displacement of FITC-Tn7 peptide from fibrin DD(E); 0% = median of compound wells per plate | inhibition, % at 8.3 µM | 370,000 tested, 0.13% active;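 active means inhibition above the mean of compounds falling within the control limits plus 3 SD of them, cut at about 14% in these data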;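 further: 0% = plate median of compound wells and 100% = 10 µM Aha-Tn7 peptide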
#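 System: human fibrin DD(E); quantity: Fibrin-DD(E) at 2 µM final; also added: fluorescent Tn7 probe at 0.1 µM; compound dosing: single nominal test concentration of 8.3 µM per compound; schedule: 10 min preincubation, 3 h with tracer, room temperature; detection: fluorescence polarization of the labelled Tn7 tracer; repeats: one replicate per compound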
# The depositor's hits bear a star; · = no result given.
SMILES,UHRF1 binding,LEDGF integ inh,TDP2 inh,TCR CD3 inh,MBD2 DNA inh,SIAE primary,Tn6 DDE FP,PRMT1 inh,proKLK7 act,Tn7 DDE FP
Cn1nc(C(C)(C)C)cc1NC(=O)C1(C)CCN1C(=O)CC(c1ccccc1)c1ccccc1 (centres undefined),-1,6,-2,-6,1,2,-3,-6,0.5,-5
CCOC(=O)c1ccc(N(CC(=O)NCC2CCCO2)C(=O)CCC(=O)Nc2cc(C)on2)cc1 (centres undefined),-3,3,-2,8,1,-3,0,0,-0.5,9
CC(C)(C)NC(=O)C1CCN(C(=O)c2ccc(Br)cc2)CC1,2,-3,-8,1,1,-1,7,-2,0.3,6
CCCCOC(=O)Cn1cnc2ccc(Br)cc2c1=O,4,1,-12,2,-2,7,-4,-3,-0.1,-1
CC(OC(=O)C1CCN(S(=O)(=O)c2ccc3c(c2)OCCO3)CC1)C(=O)NC1(C#N)CCCCC1 (centres undefined),16,3,-6,4,0,5,8,-3,0.5,-11
O=C(OC1CCOC1=O)c1cc(-c2cccc(Br)c2)nc2ccccc12 (centres undefined),2,-2,4,0,-1,-10,-7,-3,0.1,0
CC(C)c1nc2scc(-c3ccc(Cl)cc3)c2c(=O)n1N,0,3,-12,-3,2,-2,1,2,-0.1,1
COc1ccc(Cl)cc1NC(=O)CCN1C(=O)C2C3C=CC(C4CC34)C2C1=O (centres undefined),5,0,-12,-5,2,4,-4,-3,-0.1,2
O=C(COC(=O)CN1C(=O)NC2(CCCC2)C1=O)NCc1ccc(Cl)cc1Cl,2,-1,4,5,-1,0,-4,1,-0.7,-2
C#CC1CN(Cc2ccccc2)CC(C#C)N1C (centres undefined),4,6,0,-8,2,1,5,3,-0.3,1
CCCCc1nc(SCC(=O)N2CCOCC2)c2c(=O)n(C)c(=O)n(C)c2n1,0,-1,4,6,1,-3,5,-1,-0.2,9
O=c1c2ccccc2sn1-c1ccccc1F,1,-2,1,1,2,9,-1,89*,0.0,0
Cn1c(SCC(=O)NCC2CCCO2)nnc1-c1ccco1 (centres undefined),-1,-1,6,1,0,8,9,2,0.7,2
O=C(O)COc1ccc(/C=N/NC(=O)c2cccc3ccccc23)cc1,0,2,-9,-5,2,9,5,-3,0.5,1
CN(C)c1cccc(C(=O)NCCCSc2ccccc2)c1,-1,2,7,-3,2,15,-8,-1,1.1,-6
CNc1ccccc1C(C)(C)c1ccn[nH]1,5,-4,-1,-2,6,8,6,0,-0.1,0
O=C1CCCCC1CCS(=O)(=O)NCc1ccccc1 (centres undefined),16,0,10,8,3,-1,11,1,0.1,3
Cc1cccc(-n2nnnc2SCC(=O)NCC2CCCO2)c1 (centres undefined),0,1,-11,2,0,-1,-2,-1,-0.8,-2
N#Cc1nccnc1S(=O)(=O)c1cccs1,1,-5,9,-1,5,-4,-4,84*,4.8,9
CC(=O)OC1CCC2(C)C3CCC4(C)C(C(C)=O)CCC4C3CC3OC32C1 (centres undefined),-1,4,3,-2,1,-1,3,-3,0.1,6
Cn1nccc1NC(=O)Nc1ccc(Cl)cc1,-3,-1,2,12,-4,0,-5,-2,-0.2,1
CC(C)c1cc(C(=O)N(C2CCCCC2)C2CCCCC2)no1,0,-3,-4,·,3,-1,-2,3,0.0,3
C=CCn1c(SCc2c(C)noc2C)nc2ccccc2c1=O,2,1,8,2,2,5,-5,-1,0.2,5
COc1ccc(Cn2c(O)cc(=O)[nH]c2=O)cc1,-6,0,-6,2,-3,-2,-4,11,0.3,-4
NC(=S)NN=C(Cc1ccccc1)Cc1ccccc1,-2,0,8,0,3,5,4,2,0.5,2
COC(C[C@@H](O)[C@H](C)[C@H](O)COCc1ccccc1)OC,-2,1,-4,1,-3,-3,5,0,0.0,0
CC(=O)Nc1ccc(NC(=O)C/C(C)=N/NC(=O)C(=O)N2CCCC2)cc1,-5,-2,-8,-1,1,6,-3,-1,0.4,-7
Cc1cccc(NS(=O)(=O)c2ccc(C)c(C(=O)OCC(=O)Nc3cc(C)on3)c2)c1,0,2,2,1,6,-13,-9,0,-0.3,1
CC(=O)CCc1oc2ccc(C)cc2c1Cc1ccccc1,-1,0,-2,-3,2,-1,-1,0,-1.0,-5
CCNC(=O)C(=O)N1CCC2(CC1)OCCN2S(=O)(=O)c1ccc(C)cc1,1,2,-2,4,-1,6,1,-8,-0.2,1
CC(C)(c1ccccc1)c1ccc(OCCCNCCO)cc1,0,-1,-7,6,-1,-4,3,-3,-0.4,3
C=C(C)c1cccc(C(C)(C)NC(=O)N2CCC(C(N)=O)CC2)c1,0,-1,-4,1,3,1,-2,4,0.3,6
CCC(C)c1c(N)n(S(=O)(=O)c2ccc(C)cc2)oc1=O (centres undefined),4,-3,10,-1,3,1,9,5,-0.1,4
O=C(N/N=C/c1sc2ccccc2c1O)c1cccc2ccccc12,-15,-7,3,0,-1,-2,-4,55*,-0.8,-26
COc1ccc(OC)c(NC(=O)CNC(=O)Cn2ccc3ccccc3c2=O)c1,0,2,-6,-11,-1,0,0,-7,0.0,2
O=C(c1cccc(S(=O)(=O)Nc2ccc(F)cc2)c1)N1CCCC1,0,-1,-1,0,5,1,4,-3,-0.2,10
Clc1ccc(C=NNc2ccccn2)c(Cl)c1,1,-6,13,-1,0,-4,-8,-1,-0.1,-5
CN1CCN(C2=Cc3ccccc3Sc3cc(F)c(F)cc32)CC1,-1,1,-9,-3,-6,10,-8,-2,-0.9,7
O=C(CCc1nnc2ccc(NCc3ccc(F)cc3)nn12)NC1CCCC1,3,-1,-3,-10,6,6,4,3,0.4,-2
O=C1CCCN1CCCNS(=O)(=O)c1ccccc1,-1,-2,1,0,-1,12,6,0,-0.7,-6
COc1ccc(/C=N/NC(=O)C(C)N(c2ccc(OC)cc2)S(C)(=O)=O)cc1 (centres undefined),0,-2,-4,-1,2,-3,-1,2,-0.3,4
CCOC(=O)c1cc(-c2ccccc2)sc1NC(=O)COC,-2,3,7,3,0,-1,2,-1,-0.1,-3
O=C(COc1ccc2ccc(=O)oc2c1)Nc1cc([N+](=O)[O-])ccc1F,2,-1,-2,1,5,8,-2,5,-1.1,6
CC1=C(C(=O)OC2CCCCC2)C(c2cccnc2)n2nnnc2N1 (centres undefined),-1,2,8,0,2,4,2,-3,0.4,-4
CSc1cccc(NC(=O)C2C3C=CC4(O3)C2C(=O)N(CCN2CCOCC2)C4C(=O)NC2CCCCC2)c1 (centres undefined),2,2,-2,6,-2,0,1,-2,0.3,5

# Next part (five carried over from the part before).
SMILES,UHRF1 binding,LEDGF integ inh,TDP2 inh,TCR CD3 inh,MBD2 DNA inh,SIAE primary,Tn6 DDE FP,PRMT1 inh,proKLK7 act,Tn7 DDE FP
COc1ccc(/C=N/NC(=O)C(C)N(c2ccc(OC)cc2)S(C)(=O)=O)cc1 (centres undefined),0,-2,-4,-1,2,-3,-1,2,-0.3,4
CCOC(=O)c1cc(-c2ccccc2)sc1NC(=O)COC,-2,3,7,3,0,-1,2,-1,-0.1,-3
O=C(COc1ccc2ccc(=O)oc2c1)Nc1cc([N+](=O)[O-])ccc1F,2,-1,-2,1,5,8,-2,5,-1.1,6
CC1=C(C(=O)OC2CCCCC2)C(c2cccnc2)n2nnnc2N1 (centres undefined),-1,2,8,0,2,4,2,-3,0.4,-4
CSc1cccc(NC(=O)C2C3C=CC4(O3)C2C(=O)N(CCN2CCOCC2)C4C(=O)NC2CCCCC2)c1 (centres undefined),2,2,-2,6,-2,0,1,-2,0.3,5
Cc1ccc(NC(=O)CCc2c(C)nn(-c3ccc(N4CCCCC4)nn3)c2C)cc1C,-1,0,0,5,0,5,8,1,-0.4,-6
CCc1cccc(CC)c1NC(=S)NCc1ccc2c(c1)OCO2,1,-4,7,0,1,2,1,-1,-0.1,6
Cc1nnn(C23CC4CC(CC(CC(=O)Nc5ccc(C)c(Cl)c5)(C4)C2)C3)n1,27*,1,-4,-5,2,-13,0,6,0.1,3
Cc1cccc(C)c1OCc1cc(C(=O)N2CCN(c3ccccn3)CC2)no1,0,-4,4,2,3,-1,-3,3,0.1,4
CCn1cnc2c1c(=O)n(Cc1csc(-c3ccccc3)n1)c(=O)n2Cc1ccccc1,-1,-2,-7,0,0,-4,0,-1,-0.3,5
COC(=O)Cn1c2ccccc2c(=O)n1C(C)CBr (centres undefined),-1,-4,4,6,1,2,-8,-3,67*,5
COc1ccc(CC(=O)Nc2cccc(SC)c2)cc1,-3,2,-3,3,-5,3,6,2,0.3,-7

# A different layout for 3 compounds above.
# Results follow in this order: UHRF1 binding | LEDGF integ inh | TDP2 inh | TCR CD3 inh | MBD2 DNA inh | SIAE primary | Tn6 DDE FP | PRMT1 inh | proKLK7 act | Tn7 DDE FP
Cc1nnn(C23CC4CC(CC(CC(=O)Nc5ccc(C)c(Cl)c5)(C4)C2)C3)n1
 : 27* | 1 | -4 | -5 | 2 | -13 | 0 | 6 | 0.1 | 3
Cc1cccc(C)c1OCc1cc(C(=O)N2CCN(c3ccccn3)CC2)no1
 : 0 | -4 | 4 | 2 | 3 | -1 | -3 | 3 | 0.1 | 4
CCn1cnc2c1c(=O)n(Cc1csc(-c3ccccc3)n1)c(=O)n2Cc1ccccc1
 : -1 | -2 | -7 | 0 | 0 | -4 | 0 | -1 | -0.3 | 5

# Three compounds out of the list above, sorted by the number in PRMT1 inh, ascending:
SMILES,UHRF1 binding,LEDGF integ inh,TDP2 inh,TCR CD3 inh,MBD2 DNA inh,SIAE primary,Tn6 DDE FP,PRMT1 inh,proKLK7 act,Tn7 DDE FP
CCc1cccc(CC)c1NC(=S)NCc1ccc2c(c1)OCO2,1,-4,7,0,1,2,1,-1,-0.1,6
Cc1ccc(NC(=O)CCc2c(C)nn(-c3ccc(N4CCCCC4)nn3)c2C)cc1C,-1,0,0,5,0,5,8,1,-0.4,-6
Cc1cccc(C)c1OCc1cc(C(=O)N2CCN(c3ccccn3)CC2)no1,0,-4,4,2,3,-1,-3,3,0.1,4

# Source: PubChem (The Scripps Research Institute Molecular Screening Center)
